Yp Topo-I inh – Y. pestis Topo-I inhibition via cleavage products; AID 504884; Y. pestis Topo-I cleavage product accumulation, plate reader; hit rate 0.064% among 360,000; activity, % at 10 µM; in the data active = activity above about 50%, passing the limit was not always enough; inconclusive = no clear call, values can overlap the other calls; also: inactives centre near 2
CCHF vOTU inh – CCHFV vOTU protease inhibition; inhibition, % at 11.5 µM; Pep-AMC fluorescence; hit rate 0.55% among 370,000; AID 651958; in the data active = inhibition above about 30%; also: 0% = vehicle wells with enzyme and 100% = no enzyme wells
FadD28 binding – M. tuberculosis FadD28 bisubstrate binding inhibition. AID 588549. hit rate 0.22% among 360,000. inhibition, % at 12.5 µM. FadD28 bisubstrate probe binding, fluorescence polarization; in the data active = inhibition above about 8.5%, passing the limit was not always enough; inconclusive = no clear call, values can overlap the other calls
TcdB GH inh – TcdB glycohydrolase inhibition; P18177; TcdB glycohydrolase enzymatic assay, plate reader; inhibition, % at 9.99 µM; hit rate 0.24% among 350,000; AID 652162; in the data active = inhibition above about 10%
PfHsp40 yeast – compounds rescuing yeast from Plasmodium falciparum HSP40 toxicity | growth rescue, % at 12.5 µM | hit rate 0.68% among 340,000 | S. cerevisiae expressing PfHsp40, growth rescue, ATP luminescence; in the data active = growth rescue above about 28%, passing the limit was not always enough; inconclusive = no clear call, values can overlap the other calls;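 also: yeast W303a lacking pdr1 and pdr3 grown in galactose medium; growth measured after three days at 30 °C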
Anthrax LF inh2 – anthrax lethal factor protease inhibition; multiplex microsphere protease cleavage assay, LF; inhibition, % at 10 µM; hit rate 0.12% among 360,000; also: plate controls were buffer without enzyme for full effect and enzyme alone for no effect
Target sequence (P15917 whole entry, looked up): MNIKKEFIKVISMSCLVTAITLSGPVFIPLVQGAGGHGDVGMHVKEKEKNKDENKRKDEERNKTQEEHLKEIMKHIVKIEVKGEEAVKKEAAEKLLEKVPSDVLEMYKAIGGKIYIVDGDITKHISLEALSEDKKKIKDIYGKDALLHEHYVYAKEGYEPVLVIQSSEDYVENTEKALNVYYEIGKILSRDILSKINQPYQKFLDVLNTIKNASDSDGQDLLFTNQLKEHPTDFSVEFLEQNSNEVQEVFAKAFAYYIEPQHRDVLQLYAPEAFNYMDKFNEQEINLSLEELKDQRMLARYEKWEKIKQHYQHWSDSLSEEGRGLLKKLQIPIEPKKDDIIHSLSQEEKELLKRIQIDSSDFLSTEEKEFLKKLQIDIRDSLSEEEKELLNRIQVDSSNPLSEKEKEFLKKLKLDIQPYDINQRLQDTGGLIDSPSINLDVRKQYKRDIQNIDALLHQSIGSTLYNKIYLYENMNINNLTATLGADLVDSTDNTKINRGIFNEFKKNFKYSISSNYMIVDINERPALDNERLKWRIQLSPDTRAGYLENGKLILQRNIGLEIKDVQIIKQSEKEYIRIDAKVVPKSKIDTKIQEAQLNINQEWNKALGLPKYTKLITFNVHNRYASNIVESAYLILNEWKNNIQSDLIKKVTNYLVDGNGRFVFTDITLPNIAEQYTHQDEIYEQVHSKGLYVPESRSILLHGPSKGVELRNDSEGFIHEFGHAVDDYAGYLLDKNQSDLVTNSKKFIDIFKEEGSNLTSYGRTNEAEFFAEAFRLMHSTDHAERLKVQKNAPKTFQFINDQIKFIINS
PrPC TRFRET – cell surface PrPC inhibition, primary TR-FRET screen; P04156; TR-FRET read-out; inhibition, % at 13.8 µM; hit rate 0.43% among 370,000; AID 720596; in the data active = inhibition above about 24%; also: 0% = median of the test wells and 100% = reference compound wells
BoNT-A LC inh2 – blocks Botulinum neurotoxin A light chain protease | AID 588499 | hit rate 0.17% among 360,000 | inhibition, % at 10 µM | multiplex microsphere protease substrate cleavage, flow cytometry; also: plate controls were buffer without enzyme for full effect and enzyme alone for no effect
BoNT F protease – BoNT F light chain protease inhibition; Multiplex microsphere protease cleavage assay, flow cytometry; inhibition, % at 10 µM; hit rate 0.22% among 360,000; AID 588497; in the data active = inhibition above about 35%, passing the limit was not always enough; inconclusive = no clear call, values can overlap the other calls; also: plate controls were buffer without enzyme for full effect and enzyme alone for no effect
The depositor's hits bear a star; ? = inconclusive; · = not tested or not shown; & = joins results of further samples. Rule as the data show it, unless noted: active = inhibition above about 30%; inconclusive = no clear call, values can overlap the other calls; inactive = below that. Rows are unselected; any-hit rate near 2.3%.

SMILES	Yp Topo-I inh	CCHF vOTU inh	FadD28 binding	TcdB GH inh	PfHsp40 yeast	Anthrax LF inh2	PrPC TRFRET	BoNT-A LC inh2	BoNT F protease
CCOc1ccc(CCNC(=O)COC(=O)c2ccco2)cc1OCC	3.9	6.9	-3.5	·	-1.1	1.7	0.1	0.8	?
COc1ccc(CNc2nc(C)c([N+](=O)[O-])c(C)c2C#N)cc1	-1.1	7.5	0.4	-0.3	1.2	-2.8	5.2	0.1	-1.6
O=S1(=O)OCCC(c2ccccc2)N1Cc1ccccc1 (stereo not given)	4.6	6.2	-11.1	1.1	1.9	-2.4	1.3	-0.3	-8.4
CCOC(=O)N1CCN(CCC(=O)Nc2cccc(C)c2)CC1	-10.4	-5.4	0.0	0.2	0.2	-7.8	-3.4	-3.5	-23.9
C=CCc1cc(C)ccc1OCCn1ccnc1	6.5	4.2	0.5	·	-0.8	-1.9	-3.2	-1.3	-6.3
Cc1ccc(NS(=O)(=O)c2c(C)[nH]c(=O)[nH]c2=O)c(Br)c1	-14.6	-10.8	-2.2	0.3	-1.1	-4.2	3.6	-1.5	-5.9
Cc1ccc(S(=O)(=O)N(C)C)cc1[N+](=O)[O-]	4.0	-6.9	-3.9	1.7	-0.3	2.6	-8.1	0.7	0.2
Cc1cc(/C=C(\C#N)C(=O)N2CCCCC2)cc(C)c1O	8.6	5.8	-1.5	12.1*	-0.3	-5.7	0.9	0.6	-11.3
CCCCOc1ccc(NC(=O)c2cnc(C)cn2)cc1	-3.7	-6.7	-2.7	·	-1.9	0.1	0.5	0.8	5.2
O=C(Nc1nc(-c2cccs2)cs1)C1=COCCO1	0.4	3.9	-1.1	1.8	?	-2.3	-10.0	0.0	2.4
CS(=O)(=O)Nc1ccc(C(=O)CC(=O)Nc2ccc([N+](=O)[O-])cc2)cc1	-2.3	17.0	-2.7	3.3	0.0	·	-18.8	·	·
Cc1ccccc1C(=O)NCC(=O)Nc1ccccc1C(F)(F)F	-3.8	12.8	1.2	0.2	-0.2	-7.0	5.3	-0.1	1.8
CC1=CC2=NC(=O)CC(C)(C(=O)N(CC(=O)NC(C)(C)C)Cc3ccccc3)N2C=C1 (stereo not given)	0.8	-23.0	0.3	-0.3	-1.2	3.6	-11.9	-0.1	2.1
CC1(C)CC(=O)c2cc(C(=O)N3CCN(CCO)CC3)c(=O)n(-c3ccc(Cl)cc3)c2C1	-3.8	7.0	-3.2	·	-1.1	-4.7	4.8	-0.7	-5.0
CNC1=C(N(C(C)=O)c2ccc(Br)cc2)C(=O)c2ccccc2C1=O	-10.6	93.5*	-0.2	·	76.8*	1.3	-22.3	-0.4	-0.5
O=C(NCc1ccco1)c1cc(-c2ccccc2)nn1CC1CC(c2cccnc2)=NO1 (stereo not given)	3.0	-4.2	-0.1	·	0.7	-1.2	-2.0	0.3	-7.9
CCN(CCNS(=O)(=O)c1ccc2[nH]c(=O)sc2c1)c1ccccc1	-5.6	-0.9	1.0	-1.1	-0.1	-5.9	-0.6	0.1	3.7
Cc1cccc(NC(=O)N2CC3CC(C2)c2cccc(=O)n2C3)c1 (stereo not given)	7.7	-7.4	-0.7	1.4	0.2	-0.4	8.0	1.6	5.9
CC(CCC(=O)NN)C1CCC2C3CCC4CC(O)CCC4(C)C3CCC12C (stereo not given)	-0.6	12.8	-4.8	0.6	-0.1	-2.6	-5.3	0.2	-2.6
N#Cc1c(NC(=O)CSc2ncnc3sccc23)oc(-c2ccco2)c1-c1ccco1	0.6	9.0	-1.5	·	-0.7	-2.2	-0.7	-0.2	-10.3
Cc1ccnc2nc(C(=O)OCC(=O)N(Cc3ccccc3)C(C)(C)C)nn12	3.5	6.5	1.1	0.9	-1.0	·	-8.6	·	·
CCCCOC(=O)Nc1ccc(S(=O)(=O)Nc2nc(C)cc(C)n2)cc1	4.8	2.8	1.2	2.5	-1.0	3.1	-0.2	0.6	2.2
COc1ccc(NC(=O)CCCCCn2nnc3ccccc3c2=O)cc1	3.2	-8.1	0.8	-0.9	-0.3	-4.1	-2.1	-1.2	-23.3
O=C(NC(Cc1ccccc1)C(=O)NCCc1ccccn1)c1ccccc1 (stereo not given)	7.2	-1.8	·	0.5	0.6	2.7	-2.2	1.1	6.0
Cc1nnc(SCc2ccc([N+](=O)[O-])cc2)[nH]c1=O	4.7	-0.1	0.2	0.6	-0.5	-2.5	1.7	-1.1	0.0
COc1ccccc1OCC(=O)Nc1ccc(CSc2ccccc2)cc1C	22.7	-4.7	-1.4	·	0.3	0.3	1.7	-1.0	-16.7
COc1ccc(Nc2nc(C)cc(C)c2C#N)cc1	6.5	5.1	-0.3	·	1.2	-2.5	-0.5	-1.1	-5.5
N/C(CCCN1CCCCC1)=N/O	-0.8	-1.5	-4.1	·	1.1	5.2	-10.0	0.5	-14.2
CCOC(=O)Cc1csc(NC(=O)/C=C\c2ccccc2Cl)n1	-0.1	12.4	-2.9	1.3	1.0	-8.0	-3.2	0.6	6.2
CCCCN(C(=O)C(C)N1C(=O)c2ccccc2C1=O)c1c(N)n(CCCC)c(=O)[nH]c1=O (stereo not given)	6.8	-0.8	-1.0	1.4	1.3	-1.4	-2.4	-0.3	-1.6
Fc1cccc(Oc2nc3ccccc3n3cccc23)c1	-5.8	7.1	-0.3	·	-0.2	-1.5	-3.1	1.0	-15.1
O=C(Nc1ccc2c(c1)OCCO2)N1CCN(c2ccc(F)cc2)CC1	16.6	2.7	1.9	·	-0.9	-0.1	5.1	5.0	7.3
COc1ccc(-c2c(C3=CCCCC3)oc3ccc(-c4ccc5c(c4)OCO5)cc23)cn1	-10.0	-5.4	-1.2	2.0	-0.4	5.0	7.3	-0.3	-1.1
COC(=O)C1C(C(=O)OC)C1(c1ccccc1)c1ccccc1 (stereo not given)	-2.5	-0.6	-0.6	-1.2	1.0	-0.2	-1.2	-0.7	-10.8
CCc1nnc(NC(=O)c2nc3nccc(C)n3n2)s1	4.2	3.3	-1.1	·	-1.6	-4.7	-5.3	0.1	-3.1
CC1CCN(c2nc3c(c(=O)[nH]c(=O)n3C)n2CC(C)CSc2nnnn2-c2ccccc2)CC1 (stereo not given)	10.3	-6.3	-3.2	1.8	0.6	2.1	0.6	-0.3	-1.3
Cc1cccc(-n2ncc3c(Nc4c(C)n(C)n(-c5ccccc5)c4=O)ncnc32)c1	11.3	·	-2.3	0.7	1.3	-3.9	·	-2.5	-21.3
O=C(/C=C/[C@H]1O[C@@H](n2ccc(=O)[nH]c2=O)[C@H](O)[C@@H]1O)NCc1ccc2c(c1)OCO2	·	3.4	-1.4	0.4	·	-3.2	3.8	-0.1	-8.4
COc1ccc(CN(C)C(=O)C2CSC3(C)CCC(=O)N23)cc1OC (stereo not given)	2.0	-0.5	-1.7	1.2	-1.5	-9.0	0.5	-1.8	-5.4
Cc1c(NS(=O)(=O)c2ccc3c(c2)NC(=O)CC(=O)N3)cccc1[N+](=O)[O-]	-9.2	-8.0	-2.3	-0.9	0.3	1.1	3.4	-1.2	-5.4

Given as comma-separated lines: 5 of the compounds above
SMILES,Yp Topo-I inh,CCHF vOTU inh,FadD28 binding,TcdB GH inh,PfHsp40 yeast,Anthrax LF inh2,PrPC TRFRET,BoNT-A LC inh2,BoNT F protease
O=S1(=O)OCCC(c2ccccc2)N1Cc1ccccc1 (stereo not given),4.6,6.2,-11.1,1.1,1.9,-2.4,1.3,-0.3,-8.4
CCOC(=O)N1CCN(CCC(=O)Nc2cccc(C)c2)CC1,-10.4,-5.4,0.0,0.2,0.2,-7.8,-3.4,-3.5,-23.9
C=CCc1cc(C)ccc1OCCn1ccnc1,6.5,4.2,0.5,·,-0.8,-1.9,-3.2,-1.3,-6.3
Cc1ccc(NS(=O)(=O)c2c(C)[nH]c(=O)[nH]c2=O)c(Br)c1,-14.6,-10.8,-2.2,0.3,-1.1,-4.2,3.6,-1.5,-5.9
Cc1ccc(S(=O)(=O)N(C)C)cc1[N+](=O)[O-],4.0,-6.9,-3.9,1.7,-0.3,2.6,-8.1,0.7,0.2

Further structures follow.
SMILES	Yp Topo-I inh	CCHF vOTU inh	FadD28 binding	TcdB GH inh	PfHsp40 yeast	Anthrax LF inh2	PrPC TRFRET	BoNT-A LC inh2	BoNT F protease
COc1cccc(N2CCN(C(=O)CCC(=O)N3CCOc4ccc(C)cc43)CC2)c1	21.0	-5.4	-0.1	-0.5	-1.5	0.2	-3.6	-0.3	16.9
O=C(NNc1ccccc1)Nc1ccccc1F	2.6	14.7	-1.5	0.5	0.9	-5.1	-4.6	1.8	-0.9
CCS(=O)(=O)c1ccc(C(=O)Nc2ccccc2OC)c(Cl)c1Cl	-10.7	-1.2	0.3	2.9	-1.6	-1.2	0.2	-0.7	-0.8
CC1CCC2(CC1)NC(=O)N(CC(=O)NC(=O)Nc1ccc3c(c1)OCCO3)C2=O (stereo not given)	3.6	-14.4	-1.3	-0.1	-0.7	4.5	5.5	-0.6	1.5
Cc1cccc(N2C(=O)CC(=O)NC2=O)c1	-5.9	10.5	-0.6	·	0.0	-4.3	-11.5	1.5	-6.3
CCC(=O)Nc1ccc(C(=O)CN2C(=O)NC3(CCOc4ccccc43)C2=O)cc1 (stereo not given)	-4.5	11.9	-2.3	-0.3	0.1	-4.1	-0.3	-1.7	-4.7
O=C(CN1C(=O)c2cccnc2Oc2ccc(Cl)cc21)N1CCCC1	2.1	3.0	-4.2	1.9	-1.2	-2.1	-1.8	0.7	4.0
COC(=O)c1ccc(NS(=O)(=O)NC(=O)c2cn(C)c3ccccc23)cc1	-6.8	-6.2	1.5	1.0	-0.6	-1.7	14.9	0.7	-0.2
COc1ccc(N=C2SC(C(=O)Nc3ccc4c(c3)OCO4)CC(=O)N2C)cc1 (stereo not given)	-4.6&-6.0	-11.3	1.4&-0.1	0.9	-0.5&3.1	-4.8&-2.5	0.8	-0.3&-0.2	-3.3&-12.9
Cc1ccc(S(=O)(=O)NCCN2CCOCC2)c(C)c1C	-1.8	13.8	-0.9	1.1	0.3	-0.6	8.0	0.0	2.1
Cc1ccc(C)c(N(CC(=O)NC(C)(C)C)C(=O)CCC(=O)Nc2nccs2)c1	15.0	-2.8	-1.3	1.3	-0.4	7.3	4.8	-2.8	?
CCC(C)[C@H](NS(=O)(=O)c1ccc(C)cc1)C(=O)N1CCC(C(=O)N[C@@H](Cc2ccccc2)C(=O)O)CC1 (stereo not given in full)	8.0	10.0	0.1	-0.3	-0.1	-1.6	6.0	-0.8	4.3
O=C(CSCC(=O)N1CCN(c2ccccc2)CC1)Nc1nc(-c2ccc(Cl)s2)cs1	36.0	0.5	0.3	-0.2	-0.3	3.8	3.3	-0.4	3.5
COCC(C)NC(=O)c1ccccc1OC(C)=O (stereo not given)	6.2	-12.4	0.8	·	0.7	-1.8	-2.6	-0.4	22.5
Cc1ccc(CNC(=O)CN(CCc2ccccc2)S(C)(=O)=O)cc1	-1.3	-11.5	-1.3	1.7	1.2	-5.2	-3.6	-0.4	-8.4
COc1ccc(NC(=O)N(C)[C@H]2C[C@H]3c4[nH]c5ccccc5c4CCN3C(=O)[C@H]2CO)cc1	1.5	-46.6	-3.0	-0.6	·	-6.9	5.9	0.2	-3.4
COc1ccc(CCC(=O)Nc2cc(Cl)ccc2OC)cc1	19.1	-17.5	-1.6	·	0.4	2.8	-3.6	-0.6	3.0
Cc1ccc(OCc2ccc(C(=O)NNC(=S)NCC3CCCO3)o2)c([N+](=O)[O-])c1 (stereo not given)	-0.5	0.5	-1.3	-0.3	-1.0	-4.0	-2.9	-0.3	7.2
CCOc1ccsc1C(=O)NNC(=O)c1ccco1	6.2	-0.9	2.9	-0.1	1.8	4.0	4.8	-1.8	-8.5
CCCCC[C@@H]1[C@H]2[C@H]3C(=O)N(c4ccccc4)C(=O)[C@H]3CC(=O)[C@H]2[C@H](c2ccccc2)N1S(=O)(=O)c1ccc(C)cc1	·	20.8	-0.8	1.9	·	-1.7	1.5	0.4	-2.6
C[C@@H]([C@H](O)c1ccccc1)N(C)C(=S)Nc1ccccc1	5.2	-13.3	0.5	1.8	-2.0	-7.5	-5.1	-0.5	-13.7
O=C(NNC(=O)c1csc(-c2cccnc2)n1)c1ccccc1	-1.7	6.0	-1.3	0.1	-1.1	23.2	1.4	?	?
